Screening results deposited in PubChem BioAssay by several laboratories.
BioA inh = inhibitors of Mycobacterium tuberculosis BioA enzyme | purified M. tuberculosis BioA enzyme, plate reader | inhibition, % at 9.99 µM | 360,000 compounds, 0.096% hits | AID 602481; in the data active = inhibition above about 40%
3CLpro inhibitor = SARS-CoV 3CLpro protease inhibition. AID 1706. inhibition, % at 6 µM. recombinant SARS-CoV 3CLpro, quenched FRET peptide cleavage. 290,000 compounds, 0.14% hits. P0C6X7; in the data active = inhibition above about 12%
MazEF act = MazEF (E. coli) toxin RNase activation; P0AE70; FAM/BHQ RNA-DNA oligo cleavage fluorescence, 5 h; activation, % at 20 µM; 350,000 compounds, 0.32% hits; in the data active = activation above about 50%
Target sequence (P0AE70 whole entry, looked up): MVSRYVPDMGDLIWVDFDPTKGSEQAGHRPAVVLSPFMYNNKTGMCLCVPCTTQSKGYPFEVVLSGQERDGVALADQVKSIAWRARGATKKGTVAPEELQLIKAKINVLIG
Vc quorum ag = quorum light induction in luxS cqsA deficient V. cholerae. V. cholerae BH1578 lux reporter, luminescence, 6 h. activation, % at 18.7 µM. 350,000 compounds, 0.16% hits. AID 588436; in the data active = activation mostly above about 9.7%, no sharp cut-off; also: not every result past the cut was called active; inactives centre near 0; reference of the scale not given here
GDH-TPI inh = GDH-TPI coupled enzyme inhibition counter-screen | 360,000 compounds, 1.2% hits | inhibition, % at 4.8 µM | GDH-TPI coupled enzyme counterscreen, NADH absorbance; in the data active = inhibition above about 30%;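 also: 0% = DMSO wells and 100% = wells lacking the enzyme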
Rv3671c inh = Rv3671c (M. tuberculosis) protease inhibition. inhibition, % at 5.96 µM. 320,000 compounds, 0.048% hits; in the data active = inhibition above about 38%;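 also: extracellular domain of Rv3671c used as enzyme; 0% = enzyme with DMSO and 100% = no enzyme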
Target sequence (P9WHR9 whole entry, looked up, the tested form may be a part): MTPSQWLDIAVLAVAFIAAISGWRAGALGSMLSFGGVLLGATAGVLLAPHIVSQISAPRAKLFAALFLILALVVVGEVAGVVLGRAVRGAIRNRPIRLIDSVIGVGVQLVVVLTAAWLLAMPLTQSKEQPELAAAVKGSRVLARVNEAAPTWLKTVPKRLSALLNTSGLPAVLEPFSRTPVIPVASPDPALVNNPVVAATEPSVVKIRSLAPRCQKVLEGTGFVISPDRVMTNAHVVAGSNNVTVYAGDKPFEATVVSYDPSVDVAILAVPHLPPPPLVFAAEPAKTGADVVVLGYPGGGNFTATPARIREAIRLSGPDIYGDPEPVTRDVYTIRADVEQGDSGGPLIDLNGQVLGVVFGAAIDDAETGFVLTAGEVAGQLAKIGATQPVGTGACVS
PriA SSB inh = inhibitors of Klebsiella pneumoniae PriA binding to SSB C-terminal tail; AlphaScreen SSBct-PriA binding, biotinylated peptide; 430,000 compounds, 0.6% hits; inhibition, % at 33 µM; in the data active = inhibition mostly above about 37%, no sharp cut-off; inactive = mostly below about 20%;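 also: plate controls were negative control peptide for no effect and reference peptide for full effect; strong numbers were not always called active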
FBA Mtb inh = inhibits M. tuberculosis FBA enzyme; purified M. tuberculosis FBA, fluorescence read-out; inhibition, % at 1 µM; 360,000 compounds, 2.3% hits; AID 588726; in the data active = inhibition above about 27%;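 also: 0% = vehicle and 100% = reference inhibitor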
Target sequence (P9WQA3 whole entry, looked up): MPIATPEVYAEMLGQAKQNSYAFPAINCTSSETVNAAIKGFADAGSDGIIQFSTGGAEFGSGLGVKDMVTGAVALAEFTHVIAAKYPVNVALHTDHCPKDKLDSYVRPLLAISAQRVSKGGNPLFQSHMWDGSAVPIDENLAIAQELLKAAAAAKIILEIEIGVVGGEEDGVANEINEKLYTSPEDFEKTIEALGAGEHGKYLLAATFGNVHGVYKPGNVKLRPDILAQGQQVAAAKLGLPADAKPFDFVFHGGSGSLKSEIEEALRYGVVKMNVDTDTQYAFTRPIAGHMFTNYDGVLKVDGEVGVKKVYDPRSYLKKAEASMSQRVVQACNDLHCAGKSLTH
Mtb UGM inh = inhibitors of M. tuberculosis UDP-galactopyranose mutase; 320,000 compounds, 0.06% hits; inhibition, % at 10 µM; AID 504406; purified UGM, fluorescence polarization probe displacement; in the data active = inhibition above about 10%, passing the limit was not always enough
DUSP3 inh = DUSP3 (human) phosphatase inhibition | P51452 | recombinant VHR phosphatase, pNPP absorbance | inhibition, % at 13.3 µM | 290,000 compounds, 0.52% hits | AID 1654; in the data active = inhibition above about 50%; also: some compounds called inactive have numbers as strong as hits
Target sequence (P51452 whole entry, looked up): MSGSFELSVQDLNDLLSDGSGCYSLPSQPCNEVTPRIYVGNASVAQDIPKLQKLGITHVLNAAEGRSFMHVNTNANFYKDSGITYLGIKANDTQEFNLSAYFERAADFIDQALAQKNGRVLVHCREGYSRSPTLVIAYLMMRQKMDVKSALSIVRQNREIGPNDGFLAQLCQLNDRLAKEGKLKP
Active calls of the source: *; i = inactive; x = not tested or not shown; & = joins results of further samples. The list is partial; count on the stated rates, not on these rows.

Sample of the layout (11 entries):
SMILES	BioA inh	3CLpro inhibitor	MazEF act	Vc quorum ag	GDH-TPI inh	Rv3671c inh	PriA SSB inh	FBA Mtb inh	Mtb UGM inh	DUSP3 inh
NCCCCCC(=O)N/N=C/c1ccc2nccnc2c1	x	-3	-4	-0.4	27	7	i	-3	-2.8	16
COc1ccc(/C=N/n2c(-c3cccs3)n[nH]c2=S)cc1	x	0	3	i	8	4	x	2	-0.5	27
O=C(Nc1nccs1)c1nc[nH]c1C(=O)NCc1ccccc1	-1.1	x	4	-3.6	11	3	-7	1	-2.5	x
O=C(COc1ccc2ccccc2c1)Nc1nccs1	x	3	0	-0.4	12	-2	-8	1	-1.0	39
COc1ccc(S(=O)(=O)NCc2ccco2)cc1C(=O)N1CCOCC1	0.2	-4	-3	-2.2	4	-4	-14	1	-1.6	26
Cc1ccc(S(=O)(=O)N(C)C[C@H]2Oc3c(NC(=O)Nc4cccc5ccccc45)cccc3C(=O)N([C@@H](C)CO)C[C@@H]2C)cc1	1.2&2.0	x	9	-1.0	0	-11	-9	3	x	x
O=C(CCC(=O)N/N=C/c1cc(Cl)cc(Cl)c1O)NCc1ccccc1	x	2	12	-0.6	7	19	x	4	0.5	11
COc1cccc(CC(=O)Nc2ccc3c(c2)CCC3)c1	x	0	8	0.7	-3	5	1	2	-2.4	30
O=C(Nc1nc2ccccc2s1)c1ccc(OCC2CCCO2)cc1 (configuration not stated)	-1.9	1	-2	0.3	10	-4	0	-1	4.5	22
CC[C@@H](C)C(NC(=O)OC(C)(C)C)c1cn([C@@H](Cc2ccc(O)cc2)C(=O)N2CCN(C(=O)OC(C)(C)C)CC2)nn1 (some centres not stated)	0.4	-8	4	i	3	1	-4	1	-2.2	10
CC(=O)c1ccc(-c2ccc(C(=O)N(C)c3c(N)n(Cc4ccccc4)c(=O)[nH]c3=O)o2)cc1	2.8	x	-4	i	21	-1	-10	-1	-1.7	x

The whole of this part, previewed entries included:
SMILES	BioA inh	3CLpro inhibitor	MazEF act	Vc quorum ag	GDH-TPI inh	Rv3671c inh	PriA SSB inh	FBA Mtb inh	Mtb UGM inh	DUSP3 inh
NCCCCCC(=O)N/N=C/c1ccc2nccnc2c1	x	-3	-4	-0.4	27	7	i	-3	-2.8	16
COc1ccc(/C=N/n2c(-c3cccs3)n[nH]c2=S)cc1	x	0	3	i	8	4	x	2	-0.5	27
O=C(Nc1nccs1)c1nc[nH]c1C(=O)NCc1ccccc1	-1.1	x	4	-3.6	11	3	-7	1	-2.5	x
O=C(COc1ccc2ccccc2c1)Nc1nccs1	x	3	0	-0.4	12	-2	-8	1	-1.0	39
COc1ccc(S(=O)(=O)NCc2ccco2)cc1C(=O)N1CCOCC1	0.2	-4	-3	-2.2	4	-4	-14	1	-1.6	26
Cc1ccc(S(=O)(=O)N(C)C[C@H]2Oc3c(NC(=O)Nc4cccc5ccccc45)cccc3C(=O)N([C@@H](C)CO)C[C@@H]2C)cc1	1.2&2.0	x	9	-1.0	0	-11	-9	3	x	x
O=C(CCC(=O)N/N=C/c1cc(Cl)cc(Cl)c1O)NCc1ccccc1	x	2	12	-0.6	7	19	x	4	0.5	11
COc1cccc(CC(=O)Nc2ccc3c(c2)CCC3)c1	x	0	8	0.7	-3	5	1	2	-2.4	30
O=C(Nc1nc2ccccc2s1)c1ccc(OCC2CCCO2)cc1 (configuration not stated)	-1.9	1	-2	0.3	10	-4	0	-1	4.5	22
CC[C@@H](C)C(NC(=O)OC(C)(C)C)c1cn([C@@H](Cc2ccc(O)cc2)C(=O)N2CCN(C(=O)OC(C)(C)C)CC2)nn1 (some centres not stated)	0.4	-8	4	i	3	1	-4	1	-2.2	10
CC(=O)c1ccc(-c2ccc(C(=O)N(C)c3c(N)n(Cc4ccccc4)c(=O)[nH]c3=O)o2)cc1	2.8	x	-4	i	21	-1	-10	-1	-1.7	x
CCNC(=O)N1CCN(C(=O)NCC)CC1	-1.8	1	3	1.4	6	12	-15	5	-3.3	-14
Cc1cc(C)n2nc(C(=O)OCC(=O)Nc3ccc(Cl)cc3)nc2n1	-0.5	x	5	-0.5	3	x	x	-3	x	x
COc1ccc(CC(Cc2ccc(OC)c(OC)c2)NC=O)cc1OC	0.6	x	8	i	-3	x	x	2	x	x
CC1Cc2ccccc2N1C(=O)C1CCCN1S(=O)(=O)c1ccc(Cl)cc1 (configuration not stated)	-0.8	2	3	-0.7	28	-1	-13&2&-4	2	-0.3	-5
Cc1ccc(OCCNC(=O)CCc2nc3sc4c(c3c(=O)[nH]2)CCCC4)cc1	-2.0	0	-7	-0.3	-2	-15	-6	2	-1.7	10
CCOC(=O)c1c(C)[nH]c(C)c1S(=O)(=O)N1CCN(c2cccc(C)c2)C(C)C1 (configuration not stated)	2.4	6	-3	i	7	6	27	0	-3.3	-3
CC[C@]12c3[nH]c4cc(-c5ccco5)ccc4c3CCN1C(=O)[C@@H](CC(=O)NCCCN(C)C)C[C@@H]2C(=O)N1CCN(C(=O)c2ccco2)CC1	-0.3	x	53*	i	12	x	-4	10	x	x
CC(C)C(=O)Nc1ccc2nn(-c3ccc(F)cc3)nc2c1	-0.7	-7	-4	i	10	-5	-12	92*	-1.7	43
COc1ccc(CCNC(=O)CSc2nn(-c3ccccc3)c(=S)s2)cc1	-1.1	2	7	-0.3	10	10	1	0	0.8	-1
COc1ccccc1OCCSc1nnnn1C1CCCCC1	0.5	1	-2	x	-4	3	-10	-1	-0.3	x
C/C=C/C(=O)OCC(=O)NC(=O)NC(C)C	-1.0	4	6	-0.4	-4	-4	-32	3	0.9	9
CC(Oc1ccc2ccc(=O)oc2c1)C(=O)NCCN1CCOCC1 (configuration not stated)	0.8	-4	-3	i	21	-3	-16	28*	2.6	-8
Cn1nc(C(C)(C)C)cc1C(=O)NCc1ccc(N2CCCC2=O)cc1	-0.2	2	-7	-1.4	-6	-7	8	1	4.7	0
COc1cc(/C=N/NC(=O)CCn2c3ccccc3c3ccccc32)ccc1O	0.4	-4	5	-4.2	14	4	x	0	0.1	13
CN(CC(=O)Nc1ccc(Cl)c(C(F)(F)F)c1)C(=O)c1ccc(N2CCOCC2)c([N+](=O)[O-])c1	2.0	x	-1	8.8	-4	-8	6	-2	0.0	x
N#Cc1cn(CC(=O)NCc2cccnc2)c2ccccc12	-0.2	3	-1	4.8	6	2	21	1	-0.2	8
O=C(COC(=O)c1cc[n+]([O-])cc1)Nc1cccc(Cl)c1Cl	x	-1	-13	-0.3	-3	-5	-10	0	-1.1	-2
O=C1N=C(N2CCOCC2)S/C1=C\C=C/c1ccccc1	-0.5	-2	5	-0.7	31*	0	-19	1	0.9	12
CCC(C)(C)n1nnnc1C(CC(C)C)N1CCC(C(N)=O)CC1 (configuration not stated)	-3.4	-1	3	i	3	-3	-7	-1	1.6	3
C[C@H](CO)N1C[C@H](C)[C@@H](CN(C)Cc2ccccc2)OCc2cnnn2CCCC1=O	-1.1&-0.3	x	-6	-0.2	-2	x	x	0	x	x
CSC1=NSC2=NC(=O)/C(=C\c3ccc(OC(=O)c4ccco4)cc3)C(=N)N12	2.1	-5	-24	-0.3	12	-18	-7	1	1.6	2
CON(C)S(=O)(=O)c1ccc2c(c1)N(Cc1ccc(C)cc1)C(=O)C1CCCN21 (configuration not stated)	x	2	-1	i	0	-11	5	4	0.2	22
CC(C)(C)NC(=O)CSC(=Nc1cccc(F)c1)NC#N	-0.1	1	7	-1.4	-4	0	7	1	-0.7	23
COc1ccc(OCC(=O)OCCN2C(=O)c3ccccc3C2=O)cc1	x	0	9	i	4	-3	-16	4	3.3	15
CCN1CCN(C(=O)c2ccc(C(F)(F)F)cc2)CC1	x	-3	3	i	-4	-3	2	6	-1.7	21
Cc1cc(C(=O)OCC(=O)Nc2ccccc2F)c(C)o1	0.2	1	-2	57*	-1	0	-5	11	-2.4	25
CCOc1ccc2nc(SCC(=O)NCc3ccco3)sc2c1	-3.1	3	-11	-4.2	-8	-6	-1	-8	-1.0	4
CCOc1cccc(C2C(C#N)=C(N)Oc3cc(C)n(Cc4ccccn4)c(=O)c32)c1OCC (configuration not stated)	-1.9	3	-9	0.6	9	5	-4	5	-0.8	26
O=c1c2ccccc2nc(COc2ccccc2)n1/N=C/c1c[nH]c2ccccc12	-1.5	6	11	-0.3	7	1	x	0	x	18

An excerpt of these results, field by field:
molecule: CCC(C)(C)n1nnnc1C(CC(C)C)N1CCC(C(N)=O)CC1 (configuration not stated)
  BioA inh: -3.4 | 3CLpro inhibitor: -1 | MazEF act: 3 | Vc quorum ag: i | GDH-TPI inh: 3 | Rv3671c inh: -3 | PriA SSB inh: -7 | FBA Mtb inh: -1 | Mtb UGM inh: 1.6 | DUSP3 inh: 3

molecule: C[C@H](CO)N1C[C@H](C)[C@@H](CN(C)Cc2ccccc2)OCc2cnnn2CCCC1=O
  BioA inh: -1.1&-0.3 | 3CLpro inhibitor: x | MazEF act: -6 | Vc quorum ag: -0.2 | GDH-TPI inh: -2 | Rv3671c inh: x | PriA SSB inh: x | FBA Mtb inh: 0 | Mtb UGM inh: x | DUSP3 inh: x

molecule: CSC1=NSC2=NC(=O)/C(=C\c3ccc(OC(=O)c4ccco4)cc3)C(=N)N12
  BioA inh: 2.1 | 3CLpro inhibitor: -5 | MazEF act: -24 | Vc quorum ag: -0.3 | GDH-TPI inh: 12 | Rv3671c inh: -18 | PriA SSB inh: -7 | FBA Mtb inh: 1 | Mtb UGM inh: 1.6 | DUSP3 inh: 2

The list goes on:
SMILES	BioA inh	3CLpro inhibitor	MazEF act	Vc quorum ag	GDH-TPI inh	Rv3671c inh	PriA SSB inh	FBA Mtb inh	Mtb UGM inh	DUSP3 inh
COc1cc(/C=N/NC(=O)CC2(C)OCCCO2)ccc1OCc1ccc(Cl)cc1Cl	x	3	2	-0.2	10	-2	x	-1	-1.0	10
Cc1cc(C(=O)OCC(=O)NC(=O)NC(C)(C)C)c(C)o1	1.3	-7	0	i	-6	-5	2	1	-0.9	-5
COc1ccccc1C(=O)NNC(=O)c1ccc(NS(=O)(=O)c2cccs2)cc1	-1.4	-5	-7	x	8	-13	-8	-1	-2.5	0
Cc1c(Cc2ccccc2)c(=O)oc2cc(OCC(=O)NCC(O)c3ccccc3)ccc12 (configuration not stated)	-0.2	-2	15	0.3	12	1	2	79*	0.9	13
Cc1cccc(OCC(=O)Nc2nnc(-c3ccco3)s2)c1	x	2	0	-0.3	12	-6	4	6	1.1	14
CN1CCN(S(=O)(=O)c2ccc(C(=O)NC3CCCCC3)cc2)CC1	-2.5	x	3	-0.4	3	x	-8	-2	x	x
CCc1ccccc1OCC(=O)Nc1cccc(S(=O)(=O)NC2=NCCCCC2)c1	-1.2	x	-10	-0.4	8	-2	9	3	1.6	x
COc1ccc(N/C=C(\C2OC(=O)c3ccccc32)[N+](=O)[O-])cc1 (configuration not stated)	0.2	0	0	-0.2	17	5	9	2	-0.3	17
COc1ccc(CCNC(=O)Nc2ccc3c(c2)c(=O)n(C)n3Cc2ccc(F)cc2)cc1OC	0.1	x	x	-0.1	10	x	x	118*	x	x
C[C@](N)(Cc1ccc(O)c(O)c1)C(=O)O	0.5	-8	8	-2.8	-4	x	3	-1	x	-7
COCC(=O)OCn1nnc2ccccc2c1=O	0.4	-3	0	i	5	2	-18	1	2.0	18
NC(=O)C[n+]1cccc(C(=O)Nc2ccccc2)c1	0.8	7	-2	0.9	1	-11	-1	0	-0.8	-8
Cc1oc2cc3oc(=O)c(CCC(=O)N4CCC(C(=O)O)(c5ccccc5)CC4)c(C)c3cc2c1C	-1.5	x	x	-0.3	9	x	x	3	x	x
CCN1CCN(c2nc3sc4c(c3c3ncnn23)CC(C)CC4)CC1 (configuration not stated)	-1.2	-1	2	i	3	-6	10	1	-1.3	17
CC(=O)Nc1ccc(C(=O)N/N=C/c2ccc(F)cc2)cc1	x	2	10	-1.6	3	-6	x	2	-0.5	-11
COC(=O)C1CCN(C(=O)COC(=O)C2CCN(S(=O)(=O)c3c(Cl)cccc3Cl)CC2)CC1	1.0	x	0	-1.1	-4	4	1	3	-0.4	x
